N370S GC mod – inhibitors or activators of N370S glucocerebrosidase for Gaucher disease; N370S GC spleen homogenate, 4MU-glucoside fluorescence; Potency, µM (top dose mostly 59.4 µM), for the others: at the top dose activity change, negative = inhibition, usual class: inhibitors; 0.092% of 330,000 active; AID 2101;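 note: 0% = full enzyme activity and -100% = no enzyme basal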
FEN1 inh – inhibitors of human flap endonuclease 1 | Recombinant FEN1 flap cleavage, fluorescence, 15 min | Potency, µM (top dose mostly 114 µM), for inactives: at the highest dose activity change, negative = inhibition, most hits filed as inhibitors | 0.35% of 390,000 active; note: nearly all actives have a fitted effect of over 65% in size
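Recombinant FEN1 (10 nM) was preincubated with pin-transferred compounds for 15 min at room temperature, then flap DNA substrate (50 nM final) was added. Plates were read at 0 and 15 min, and normalized concentration–response data were fitted to a four-parameter Hill equation.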
KAT2A inh – GCN5L2 (KAT2A) acetyltransferase inhibition. Q92830. GCN5L2 HAT assay, ThioGlo1 CoA-SH fluorescence. Potency, µM (highest dose often 58.9 µM), for inactives: at the highest dose activity change, negative = inhibition, hits mostly inhibitors. 0.21% of 390,000 active. AID 504327
Target sequence (Q92830 whole entry, looked up): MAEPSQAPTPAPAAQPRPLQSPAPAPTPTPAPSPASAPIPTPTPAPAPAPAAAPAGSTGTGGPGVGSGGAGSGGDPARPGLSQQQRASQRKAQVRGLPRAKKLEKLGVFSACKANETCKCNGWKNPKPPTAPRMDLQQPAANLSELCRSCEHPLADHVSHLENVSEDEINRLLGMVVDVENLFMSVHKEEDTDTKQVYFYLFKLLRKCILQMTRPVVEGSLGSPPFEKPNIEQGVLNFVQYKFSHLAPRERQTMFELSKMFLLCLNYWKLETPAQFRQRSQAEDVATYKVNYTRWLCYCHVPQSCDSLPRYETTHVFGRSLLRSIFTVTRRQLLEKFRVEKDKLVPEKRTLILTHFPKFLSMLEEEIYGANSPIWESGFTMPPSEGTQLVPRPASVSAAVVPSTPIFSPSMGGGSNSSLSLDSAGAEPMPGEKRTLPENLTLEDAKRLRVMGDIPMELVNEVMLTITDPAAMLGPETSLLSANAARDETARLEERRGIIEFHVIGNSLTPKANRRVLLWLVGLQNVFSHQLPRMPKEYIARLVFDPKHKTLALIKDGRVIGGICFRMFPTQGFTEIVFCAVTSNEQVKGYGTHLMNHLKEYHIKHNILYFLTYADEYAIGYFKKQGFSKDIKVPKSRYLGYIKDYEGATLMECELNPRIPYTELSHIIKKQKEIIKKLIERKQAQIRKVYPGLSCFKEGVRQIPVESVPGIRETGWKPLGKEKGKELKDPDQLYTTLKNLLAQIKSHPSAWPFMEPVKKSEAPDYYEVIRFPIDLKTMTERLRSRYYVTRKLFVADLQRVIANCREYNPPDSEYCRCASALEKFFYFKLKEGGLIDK
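GCN5L2 (20 nM) in 50mM HEPES pH 7.5, 0.1mM EDTA, 0.01% Tween-20 preincubated 15 min with compounds at room temperature. Reaction started with H3(1-25) 75uM, acetyl-CoA 70uM, ThioGlo1 50uM; CoA-thiol fluorescence (Ex340/Em540) read at 0 and 20 min.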
Numbers without * were called inactive; ? = inconclusive; . = no result given; & = joins results of further samples; [ ] = another dose, or the depositor's remark. Calls come from the whole dose curve; as a rule, active = well fitted curve in the direction sought with a large enough effect; inconclusive = small, poorly fitted or top-dose-only effect, or another doubt; inactive = no such curve, though single readings can be large; an effect the other way counts as inactive or inconclusive. Unless noted, % is set by controls: 0 for no effect and ±100 for the full control effect; potency is the fitted concentration of half-maximal effect.

The line under a structure holds: N370S GC mod	FEN1 inh	KAT2A inh
- CC1(NC(=S)NCCCCCCNC(=S)NC2(C)CCS(=O)(=O)C2)CCS(=O)(=O)C1 (stereo not drawn)
  -2%	-4%	0%
- Cc1ccc(SCC(CC(C)C)N2CCN(C)CCC2=O)cc1 (stereo not drawn)
  -5%	-11%	.
- Nc1cccnc1Sc1cccc(Cl)c1
  -5%	-6%	-6%
- CC1CC1C(=O)OCC(=O)Nc1cc(S(=O)(=O)N2CCCCC2)ccc1Cl (stereo not drawn)
  .	8%	-5%
- O=C(CCNC(=O)Cn1ccc2ccccc2c1=O)NCCC1=CCCCC1
  13%	-13%	-10%
- COc1ccccc1OCc1nnc(SCC(=O)Nc2ccc(C)cc2)n1C
  3%[2.35 µM]	-4%	-1%
- COc1ccc(NC(=O)Nc2nnc(Cc3ccccc3)s2)cc1
  -14%	-3%	1%
- CCSc1nnc(-c2cccnc2)n1Cc1ccco1
  9%	-7%	3%
- CCc1ccccc1N1CC(c2nc3ccccc3n2CCCOc2ccc(Cl)cc2)CC1=O (stereo not drawn)
  .	?	-12%
- CS(=O)(=O)Nc1ccc(N2CCN(c3ccc(C(F)(F)F)cn3)CC2)nc1
  5%	2%	-3%
- CCOC(=O)N1CCN(C(=O)c2cc(-c3ccc(F)cc3)[nH]c2C)CC1
  -12%	-7%	0%
- COc1ccc(NC(=O)C2CCCN(S(=O)(=O)c3ccc4c(c3)CCCN4C(C)=O)C2)cc1Cl (stereo not drawn)
  -1%	-17%	-14%
- O=C(Nc1cccc(NC(=O)c2ccc(Br)cc2)c1)c1ccccc1
  -14%	-2%&-5%	-2%&3%
- CN(C)CCCOC(=O)COc1ccc(C(C)(C)C)cc1
  -7%	0%	-4%
- Cc1cccc(-c2nsc(SCC(=O)c3ccc(Cl)cc3)n2)c1
  11%	-8%	-1%
- Cc1ccc(C)n1-c1ccc(C(=O)Nc2ccccc2F)cc1
  -4%	5%	-4%
- OC1CCN(C(=S)Nc2ccc(Oc3ccccc3)cc2)CC1
  -1%	16%	-2%
- Cc1cc(C(=O)NNC(=O)c2sccc2C)c(C)o1
  -25%	5%	5%
- CCN(CC)/C(Sc1ccccc1)=C(\C(Cl)=C(Cl)Cl)[N+](=O)[O-]
  5%	-1%	-3%
- COC(=O)NC(C)N1C(=O)C2C3C=CC(C3)C2C1=O (stereo not drawn)
  18%	0%	0%
- Cc1cc(C)cc(NC(=O)NCc2nnc(SCc3ccccc3)n2C)c1
  ?	-1%	-5%
- CCS(=O)(=O)c1nc(S(=O)(=O)c2ccc(C)cc2)c(NC(C)c2ccccc2)s1 (stereo not drawn)
  .	-1%	-2%
- CCN(CC)c1cccc(OC2=NS(=O)(=O)c3ccccc32)c1
  -11%	-1%	-3%
- O=C(CCC1N=C2c3ccccc3N=C(SCc3cccc(F)c3)N2C1=O)NCc1ccc(F)cc1 (stereo not drawn)
  .	-22%	3%
- O=C(CNS(=O)(=O)c1ccc(Br)cc1)Nc1ccc2c(c1)OCCO2
  3%	-4%	?
- COc1cccc(/C=N/Nc2ncnc3scc(-c4ccccc4)c23)c1O
  14%	?	-13%
- CC(C)=CCC(C)(C)C1OCCN1C(=O)c1ccccc1 (stereo not drawn)
  5%	-9%	-6%
- Cc1cc(C)c2nc(N3CCC(C(=O)NCCCN4CC(C)CC(C)C4)CC3)sc2c1 (stereo not drawn)
  -4%	2%	-1%
- CCn1c(COc2ccccc2)nnc1SCC(=O)NC1CCCCC1
  0%	-11%	-8%
- COC(=O)CNC(=O)c1c(-c2c(Cl)cccc2Cl)noc1C
  1%	3%	2%
- O=C(CC1CCCCC1)NCc1cn2ccsc2n1
  5%	-3%	-12%
- CNc1cc(-c2ccccc2C(F)(F)F)ncn1
  -11%	.	-2%
- CCOC(=O)c1c(NC(=O)c2ccnn2C)sc(C)c1C
  4%	-2%	-6%
- COc1ccc(Cn2c(=O)[nH]c3cc(C(=O)N4CCN(c5ccccc5OC)CC4)ccc3c2=O)cc1
  -5%	-13%	-12%
- O=S(=O)(NCc1cn2ccccc2n1)c1cccs1
  -2%	-1%	?
- O=C(CNS(=O)(=O)c1cccc(Br)c1)NCCCc1ccccc1
  1%	-4%	-7%
- Cc1ccc(S(=O)(=O)N(C)c2ccc(OCC(=O)Nc3nc4c(ccc5ccccc54)s3)cc2)cc1
  -7%	-3%	-14%
- CC(=O)NC(Cc1cccc(C)c1)C(=O)NC1CCN(c2ncccc2[N+](=O)[O-])CC1 (stereo not drawn)
  11%	6%	-3%
- Cc1ccc(NC(=O)c2ccc(-c3cccc(Cl)c3C)o2)cc1
  .	3%	1%
- NC1=NC[C@H](Cc2ccc(O)cc2)N1CCCCC1CCCCC1
  ?	-9%	-6%
- CCOc1ccc2nc(NC(=O)COc3ccc(N(C)S(=O)(=O)c4ccc(C)cc4)cc3)sc2c1
  11%	-7%	-30%
- C[C@H](N)c1nnc(SCc2ccc(Cl)cc2Cl)o1
  -26%	-16%	-10%
- N#CCC(=O)Nc1ccc(C(=O)OCC(=O)c2c[nH]c3ccccc23)cc1
  .	-2%	-7%
- CC(=O)N1C(=O)C2(C(C#N)=C(N)Oc3c2c(C)nn3-c2ccccc2)c2ccccc21 (stereo not drawn)
  -2%	-7%	-6%
- CCN(CC)CCNC(=O)c1cc(Br)c(N)cc1OC
  -1%	-1%	-5%
- Cc1cc(C)nc(SCC2COc3ccccc3O2)n1 (stereo not drawn)
  -15%	-19%	0%
- CC(=O)Nc1ccc(Nc2ccc3cc(S(=O)(=O)N4CCCCC4)ccc3n2)cc1
  .	-13%	-10%
- COc1cc(SSc2cc(OC)cc([N+](=O)[O-])c2N)c(N)c([N+](=O)[O-])c1
  -19%	?	16µM*
- CCCn1nnnc1NC(=O)c1cccs1
  8%	0%	-9%
- CCn1c(SCC(=O)Nc2ccc(S(=O)(=O)Nc3onc(C)c3C)cc2)nnc1-c1ccccc1
  15%	-6%	-6%

Later entries.
The line under a structure holds: N370S GC mod	FEN1 inh	KAT2A inh
- COc1ccc(/C=C/C(=O)NC(=S)Nc2ccc(S(=O)(=O)Nc3cc(C)on3)cc2)cc1
  1%	4%	-6%
- CC(=O)c1ccc(S(=O)(=O)N2CCN(C(=O)CN3C(=O)NC4(CCCC4)C3=O)CC2)cc1
  ?	1%	1%
- CC(C)(C)NC(=O)NC(=O)COC(=O)c1nc(-c2ccccc2)n(-c2cccc(C(F)(F)F)c2)n1
  15%	-4%	2%
- COc1cc(C2C(C#N)=C(N)Oc3cc(C)n(Cc4ccccn4)c(=O)c32)cc2c1OCO2 (stereo not drawn)
  -10%	.	1%
- O=C(NNC1=NCCCCC1)Nc1cccc(Cl)c1
  1%	1%	-7%
- COCCCN1CC(=O)N2C(c3ccccc3)c3[nH]c4ccccc4c3C[C@H]2C1=O (stereo partly drawn)
  -9%	2%	-5%
- Cc1ccc(CNc2nc3nc(C)c(Cl)c(C)n3n2)cc1
  .	0%	-1%
- COc1ccc(-c2nnc(SCC(=O)N3CCOCC3)o2)cc1OC
  4%	3%	-7%
- COc1ccc(OC)c(/C=N/N=C2\SCC(=O)N2Cc2ccco2)c1
  5%	-1%	-8%
- CCOC(=O)C/C(C)=N/NC(=O)CNc1cccc(Cl)c1C
  -1%	4%	-6%
- O=c1c2c(c(-c3ccccc3)nn1Cc1ccccc1)CCCC2
  2%	-20%	2%
- COc1ccccc1N(CC(=O)NC1CCCCC1)C(=O)CCC(=O)Nc1nccs1
  4%	-2%	-1%
- Cc1ccc(C(=O)Nc2ccc(Cl)cn2)cc1S(=O)(=O)N1CCOCC1
  -4%	-2%	-19%
- CCc1ccc(S(=O)(=O)NCc2csc(C)n2)s1
  2%	8%	-1%
- Cc1cc(C(=O)OCC(=O)N2CCc3ccccc32)c(C)o1
  4%	-5%	3%
- O=C(CN1C(=O)NC(c2ccccc2)(c2ccccc2)C1=O)Nc1cccnc1Cl
  4%	2%	3%
- CC1CCN(CCCNC(=O)CN2C(=O)CSc3ccc(S(=O)(=O)N4CCOCC4)cc32)CC1
  4%	-1%&0%	-4%&-3%
- CCOC(=O)c1ccc(S(=O)(=O)N2CCN(CC3CC=CCC3)CC2)cc1 (stereo not drawn)
  7%	-3%	0%
- O=C(O)CCc1ccc(-c2ccc(Cl)cc2)n1CC(=O)Nc1ccccc1
  -9%	-1%	21%
- Cc1ccc(N2CC(C(N)=O)CC2=O)cc1 (stereo not drawn)
  2%	1%	2%

Filtered by structure: the compounds so far with a cyano group
The line under a structure holds: N370S GC mod	FEN1 inh	KAT2A inh
- N#CCC(=O)Nc1ccc(C(=O)OCC(=O)c2c[nH]c3ccccc23)cc1
  .	-2%	-7%
- CC(=O)N1C(=O)C2(C(C#N)=C(N)Oc3c2c(C)nn3-c2ccccc2)c2ccccc21 (stereo not drawn)
  -2%	-7%	-6%
- COc1cc(C2C(C#N)=C(N)Oc3cc(C)n(Cc4ccccn4)c(=O)c32)cc2c1OCO2 (stereo not drawn)
  -10%	.	1%

Other structures:
Molecule	N370S GC mod	FEN1 inh	KAT2A inh
Cc1nn(-c2ccccc2)c(C)c1C(=O)Nc1nnc(-c2ccco2)o1	2%	2%	-30%
Cc1ccc(SC(c2ccccc2)C(Cn2cncn2)C(=O)c2ccccc2)cc1 (stereo not drawn)	-19%	9%	-2%
CCC(=O)c1ccc(N2CCN(S(=O)(=O)c3ccccc3)CC2)c(F)c1	-3%	-3%	-5%
O=C(Cc1ccc(F)cc1)N[C@@H]1c2ccccc2CC[C@H]1OCc1ccccc1	.	-6%	0%
CN(C)S(=O)(=O)N1CCN(CC(O)COc2ccc3cc(Br)ccc3c2)CC1 (stereo not drawn)	-11%	1%	-5%
COc1ccc(-c2[nH]ncc2CN2CCN(c3ccc(F)cc3)CC2)cc1	0%	6%	-4%
Cc1cc(C)n(C(CC(=O)N2CCc3ccccc3C2)C(=O)O)n1 (stereo not drawn)	1%	-1%	-2%
O=S(=O)(c1ccc(Br)cc1)c1nc(-c2ccccc2)oc1NCc1cccnc1	5%	-13%	?
O=C(NC(=S)Nc1cc([N+](=O)[O-])ccc1O)c1ccc2c(c1)OCO2	-3%	-3%	-17%
N#CCC(=O)Nc1ccc(C(=O)Nc2cccc(S(N)(=O)=O)c2)cc1	-22%	-10%	-5%
COc1ccc(S(=O)(=O)N(C)c2ccc(C(=O)NCc3ccccn3)cc2)cc1	18%	1%	-3%
CC(C#N)(NC(=O)CN1CCN(S(=O)(=O)c2ccc(Br)cc2Cl)CC1)C1CC1 (stereo not drawn)	.	14%	-1%
Cc1cc(NCc2ccncc2)ccc1Br	-5%	9%	?
Oc1ccc2ccccc2c1C=Nc1ccc(N2CCOCC2)cc1	7%	?	-3%
O=C(CC(=O)Nc1ccc(Cl)cc1Cl)Nc1ccc(Cl)cc1Cl	-1%	-5%	26%
CCC(C)(C)N(C(=O)CCC(=O)Nc1cc(C)on1)C(C(=O)NC(C)(C)C)c1ccc(OC)cc1 (stereo not drawn)	-3%	4%	-11%
CC(CC(=O)NC1CCCC1)c1ccccc1 (stereo not drawn)	7%	-7%	-12%
Cc1cccc(C)c1NC1=C(Cl)C(=O)OC1OC(C)C (stereo not drawn)	7%	2%	-1%
O=C(c1ccc(=O)[nH]n1)N1CCN(S(=O)(=O)c2ccccc2F)CC1	.	-9%	-3%
Cc1sc(-n2cccc2)c(C(C)NC(=O)Nc2ccccc2Cl)c1C (stereo not drawn)	.	5%	-2%
Cc1ccc(OCCCNCCO)c(Br)c1	-6%	-14%	-1%
CC1CC(C)CN(CCCNC(=O)CCNC(=O)Cn2ccc3ccccc3c2=O)C1 (stereo not drawn)	6%	-4%	-1%
OCCCNc1cc(-c2ccccc2)nc2cc(-c3ccc(F)cc3)nn12	?	-10%	-13%
O=C(Cn1cnc2c(cnn2-c2ccc(F)cc2)c1=O)N1CCN(c2ccccc2F)CC1	-2%	-9%	0%

3 compounds from above, ordered by the value under KAT2A inh, largest number first.
mol	N370S GC mod	KAT2A inh
O=C(Cn1cnc2c(cnn2-c2ccc(F)cc2)c1=O)N1CCN(c2ccccc2F)CC1	-2%	0%
CC1CC(C)CN(CCCNC(=O)CCNC(=O)Cn2ccc3ccccc3c2=O)C1 (stereo not drawn)	6%	-1%
CCC(C)(C)N(C(=O)CCC(=O)Nc1cc(C)on1)C(C(=O)NC(C)(C)C)c1ccc(OC)cc1 (stereo not drawn)	-3%	-11%

Continued.
Molecule	N370S GC mod	FEN1 inh	KAT2A inh
CCOC(=O)c1c(NC(=O)c2cc3ccccc3c(=O)o2)sc2c1CCC(C(C)(C)C)C2 (stereo not drawn)	.	17%	-1%
C=C(C)c1cccc(C(C)(C)NC(=O)N2CCN(C)CC2)c1	-2%	-2%	2%
Cc1cccc(NC(=O)CSc2nnc(CSc3nc(C)cc(C)n3)o2)c1	0%	0%	-3%
Nc1cc(=O)[nH]c(SCc2cccc3ccccc23)n1	5%	-7%	-5%
CNC(=O)COc1coc(CN2CCN(Cc3ccccc3)CC2)cc1=O	0%	-2%	1%

Screening results as filed in PubChem BioAssay.
